Source: PubChem
CatS inh: human cathepsin S inhibition. P25774. recombinant cathepsin S, AMC dipeptide fluorescence, pooled mixtures. inhibition, %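 (tested at 5 µM per compound within 10-compound mixtures)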. hit rate 0.06% among 62,000. AID 501; in the data active = inhibition above about 32%, passing the limit was not always enough;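 also: 0% = enzyme without compound and 100% = blank without enzyme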
CatB mixtures: human cathepsin B inhibition by mixtures; AID 488; Purified cathepsin B, AMC dipeptide fluorescence, compound mixtures; inhibition, %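 (ten-compound pools at 5 µM per compound and 50 µM total)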; P07858; hit rate 0.06% among 62,000; in the data active = inhibition above about 22%, passing the limit was not always enough;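 also: 0% = enzyme without compound and 100% = no enzyme blank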
ROCK2 inh: inhibitors of human Rho kinase 2 | purified ROCK2, Kinase-Glo ATP depletion luminescence | inhibition, % at 6 µM | AID 604 | hit rate 0.35% among 60,000 | O75116;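 active = inhibition above the screen-wide mean inhibition plus 3 SD, cut at about 18% in these data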;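 also: plate controls were DMSO wells for no effect and Y-27632 control wells after no-enzyme background subtraction for full effect; many of its hits are not listed in these tables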
Target sequence (O75116 whole entry, looked up): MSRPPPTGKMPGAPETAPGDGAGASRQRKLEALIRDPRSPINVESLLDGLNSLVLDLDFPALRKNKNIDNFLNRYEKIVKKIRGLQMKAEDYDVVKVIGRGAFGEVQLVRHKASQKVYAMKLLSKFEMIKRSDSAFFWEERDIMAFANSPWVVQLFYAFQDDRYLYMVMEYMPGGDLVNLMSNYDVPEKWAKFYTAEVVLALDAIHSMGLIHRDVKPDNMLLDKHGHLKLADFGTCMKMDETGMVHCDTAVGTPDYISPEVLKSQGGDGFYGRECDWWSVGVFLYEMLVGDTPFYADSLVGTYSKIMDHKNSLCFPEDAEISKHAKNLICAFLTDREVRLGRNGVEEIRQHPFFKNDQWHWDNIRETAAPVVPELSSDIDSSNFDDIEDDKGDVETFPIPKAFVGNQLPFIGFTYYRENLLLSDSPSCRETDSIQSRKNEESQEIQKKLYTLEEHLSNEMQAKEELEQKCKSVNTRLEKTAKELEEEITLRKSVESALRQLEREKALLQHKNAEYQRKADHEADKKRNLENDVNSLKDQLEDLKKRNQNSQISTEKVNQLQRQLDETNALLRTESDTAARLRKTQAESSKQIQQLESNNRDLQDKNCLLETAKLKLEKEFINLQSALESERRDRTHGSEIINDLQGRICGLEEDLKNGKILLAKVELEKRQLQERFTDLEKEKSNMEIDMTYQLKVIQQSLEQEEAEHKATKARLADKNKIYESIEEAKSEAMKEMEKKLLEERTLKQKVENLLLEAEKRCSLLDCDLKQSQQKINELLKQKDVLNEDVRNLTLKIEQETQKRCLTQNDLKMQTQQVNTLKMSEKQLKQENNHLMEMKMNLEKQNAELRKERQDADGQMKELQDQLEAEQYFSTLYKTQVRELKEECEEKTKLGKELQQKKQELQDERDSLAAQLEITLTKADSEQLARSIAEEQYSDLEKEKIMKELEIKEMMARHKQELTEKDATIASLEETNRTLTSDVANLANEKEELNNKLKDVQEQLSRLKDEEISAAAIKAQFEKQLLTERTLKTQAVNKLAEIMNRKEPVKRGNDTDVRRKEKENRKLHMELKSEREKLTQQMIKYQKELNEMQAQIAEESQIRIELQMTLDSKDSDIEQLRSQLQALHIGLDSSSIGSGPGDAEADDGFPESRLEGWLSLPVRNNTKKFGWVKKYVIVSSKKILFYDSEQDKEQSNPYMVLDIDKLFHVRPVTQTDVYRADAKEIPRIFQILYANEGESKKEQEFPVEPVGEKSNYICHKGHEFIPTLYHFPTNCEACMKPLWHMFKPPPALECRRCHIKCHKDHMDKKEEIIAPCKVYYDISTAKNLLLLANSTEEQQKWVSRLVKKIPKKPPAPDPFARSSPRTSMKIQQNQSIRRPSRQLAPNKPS
Ec RNAP inh: Escherichia coli RNA polymerase inhibition. P0A8V2. E. coli RNA polymerase, fluorescence transcription assay. inhibition, %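 (tested at 10 µM)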. hit rate 0.2% among 62,000; in the data active = inhibition above about 20%;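 also: 0% = enzyme without compound and 100% = no enzyme blank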
CatB block: human cathepsin B inhibition; purified cathepsin B, fluorogenic substrate, fluorescence; inhibition, %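 (tested at 10 µM)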; P07858; hit rate 0.1% among 63,000; in the data active = inhibition above about 21%;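 also: 0% = enzyme with no compound and 100% = no enzyme blank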
AP complement: alternative pathway complement inhibition, orthogonal assay. Human serum alternative complement pathway, LPS-coated ELISA, C3 deposition; tested in compound mixtures. inhibition, % at 5 µM. hit rate 0.08% among 62,000;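 active = inhibition above 30% in each of the two pooled mixtures holding the compound, so the lower value exceeds 30%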;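 also: 0% = serum in Mg-EGTA without compound and 100% = EDTA serum blank; some compounds past the cut are filed as inactive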
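Assay system: Human serum alternative complement pathway, C3 deposition on LPS-coated wells | Incubation: 1 h serum-compound exposure at 37 °C | Doses: 5 µM per compound in ten-compound mixtures | Read-out: Percent inhibition | Technique: ELISA with HRP anti-human C3 antibody, TMB substrate, absorbance 450 nm | Replication: Two pool placements per compound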
JNK3 inh: JNK3 (human) kinase inhibition; AID 746; hit rate 0.61% among 60,000; inhibition, % at 8 µM; purified JNK3 kinase activity, HTS; in the data active = inhibition above about 17%;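 also: 0% = DMSO and 100% = reference inhibitor; many of its hits are not listed in these tables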
PKA inh: inhibitors of human protein kinase A. hit rate 0.1% among 65,000. P17612. AID 524. inhibition, % at 6 µM. PKA Kemptide phosphorylation, Kinase-Glo ATP luminescence;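 active = inhibition above the screen-wide mean inhibition plus 3 SD, cut at about 21% in these data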; also: many of its hits are not listed in these tables
RORA act: RORA (human) activation. P35398. CHO-K1 Gal4-RORA LBD luciferase reporter, luminescence; percent increase over mock-subtracted basal signal. activation, % at 10 µM. hit rate 1.5% among 65,000. AID 560;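 active = activation above the mean of all tested compounds plus 3 SD, cut at about 49% in these data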;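 also: 0% = DMSO-treated RORA cells and 100% = added signal equal to DMSO minus mock-transfected cells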
* hit, by the source's call; x = not tested or not shown. This is a subset (hit frequency here may not be typical).

SMILES	CatS inh	CatB mixtures	ROCK2 inh	Ec RNAP inh	CatB block	AP complement	JNK3 inh	PKA inh	RORA act
CCC(C(=O)NC1CCCC1)N(Cc1ccc2c(c1)OCO2)C(=O)c1snc(C(N)=O)c1N (stereo not given)	4.0	-1.2	1.6	10.4	-2.4	0.4	-7.0	2.7	-18.4
CC12CC(c3ccccc3O1)N(C(=O)c1ccco1)C(=O)N2c1ccccc1 (stereo not given)	-0.3	1.5	8.0	3.9	6.0	14.9	-0.9	9.8	12.3
CC(C)c1ccc(C(=O)Nc2ccc(N3CCOCC3)cc2)cc1	4.4	1.2	x	5.7	-10.9	10.9	x	x	x
COc1ccc(N/C(C)=C2/C(=O)C(=O)N(CCO)C2c2ccc(Br)cc2)cc1 (stereo not given)	-1.3	5.2	7.5	10.5	5.3	8.4	1.8	7.8	9.0
Cc1cc(=O)[nH]c(SCC(=O)C23CC4CC(CC(C4)C2)C3)c1C#N	x	42.8	1.3	4.6	8.9	-7.5	-8.4	10.0	-11.1
COC(=O)c1ccc(C(=O)OC)c(NC(=O)CCC(=O)O)c1	11.4	2.6	1.9	4.4	-3.0	10.2	-1.1	0.1	-3.4
COc1ccc(-c2csc(N3CCOCC3)n2)cc1OC	9.8	2.1	5.5	12.2	4.6	9.6	-4.7	5.0	60.9*
O=C1CN(c2nc3ccccc3n3cnnc23)CC(=O)N1CCc1ccccc1	-1.1	5.9	-0.8	9.1	-3.4	8.1	-3.5	4.7	27.2
CCCC(OC(=O)CC1Sc2ccccc2NC1=O)C(=O)NCc1ccco1 (stereo not given)	-6.6	1.6	x	3.7	3.6	22.9	x	7.2	0.6
COCCNC(=O)NC(=O)COC(=O)C12CC3CC(CC(NC(C)=O)(C3)C1)C2	6.1	-1.6	0.6	4.1	-0.4	-6.4	-2.2	-0.4	-5.3
COc1ccccc1Nc1ccc(C(=O)NC2CCCCC2)cn1	4.7	-5.7	-0.1	8.9	2.0	2.1	-7.7	1.3	8.2
CCCCOc1ccccc1C(=O)NCC(=O)O	3.9	5.7	0.5	-1.8	-3.0	23.5	-2.8	0.9	-4.3
CC1CCCCC1NC(=O)CN1C(=O)NC(C)(c2ccc(OC(F)F)cc2)C1=O (stereo not given)	-1.6	5.0	-12.9	0.1	-0.6	-6.5	2.4	0.8	-26.6
Cc1nn(Cc2ccc(Cl)cc2)c(C)c1NC(=O)c1cc(-c2ccc3c(c2)OCO3)on1	6.7	5.2	3.4	6.2	4.0	3.9	6.5	6.1	-12.6
CCNc1nc(NCC)nc(N(C)n2cnnc2)n1	22.2	0.7	1.8	3.3	9.4	-7.9	-3.2	7.8	-1.7

Ordered by molecular weight (low to high): some entries from above
SMILES	CatS inh	CatB mixtures	ROCK2 inh	Ec RNAP inh	CatB block	AP complement	JNK3 inh	PKA inh	RORA act
CCCCOc1ccccc1C(=O)NCC(=O)O	3.9	5.7	0.5	-1.8	-3.0	23.5	-2.8	0.9	-4.3
COc1ccc(N/C(C)=C2/C(=O)C(=O)N(CCO)C2c2ccc(Br)cc2)cc1 (stereo not given)	-1.3	5.2	7.5	10.5	5.3	8.4	1.8	7.8	9.0
Cc1nn(Cc2ccc(Cl)cc2)c(C)c1NC(=O)c1cc(-c2ccc3c(c2)OCO3)on1	6.7	5.2	3.4	6.2	4.0	3.9	6.5	6.1	-12.6

Other results
SMILES	CatS inh	CatB mixtures	ROCK2 inh	Ec RNAP inh	CatB block	AP complement	JNK3 inh	PKA inh	RORA act
Cn1c2ccccc2c2c(C(=O)NCCCN3CCCC3=O)cn(C3CCCCC3)c(=O)c21	-4.4	-10.2	x	4.8	-0.7	3.8	x	6.5	-20.4
Cc1onc(-c2ccccc2Cl)c1C(=O)Nc1ccc(F)c(F)c1	8.8	2.8	5.4	9.9	2.9	-12.3	-2.4	5.2	6.4
NC(=O)C1CCN(C(c2ccccc2Cl)c2nnnn2Cc2ccc3c(c2)OCO3)CC1 (stereo not given)	-0.1	1.5	7.2	4.3	-0.9	3.2	4.1	9.6	9.5
CCOC(=O)N1CCN(c2nc(C)c3c(n2)CCCC3=O)CC1	-1.8	6.1	-2.7	8.1	-0.1	14.2	5.9	-0.1	16.7
COCCn1c(=N)c(C(=O)NCCc2ccc(OC)cc2)cc2c(=O)n3cccc(C)c3nc21	8.0	-2.3	-1.7	-2.6	3.0	13.8	-10.0	0.5	-3.1
CCC(c1nnnn1CCOC)N(Cc1ccc(C)cc1)Cc1cc2cc(OC)ccc2[nH]c1=O (stereo not given)	11.6	0.2	4.7	6.3	1.5	1.3	-1.6	9.1	0.8
CC(C)CC1NC(=O)N(CC(=O)N2CCN(S(=O)(=O)c3ccc(Cl)cc3)CC2)C1=O (stereo not given)	0.5	-2.9	4.7	-7.5	-2.9	14.4	-1.2	3.1	-2.0
CCOC(=O)Nc1ccc(C(N)=O)cc1	11.1	4.0	16.9	8.0	4.0	-5.3	-5.2	10.1	-1.8
C=C(C)CSc1nc(N)cc(=O)[nH]1	1.5	3.9	5.4	0.8	6.2	6.1	10.6	7.3	4.7
CCOC(=O)c1cnc2nc(Cc3ccccc3)[nH]n2c1=O	-1.5	3.0	4.3	4.7	-4.0	14.7	2.2	3.3	0.3
O=C(Nc1ccccc1F)C1CCCN(S(=O)(=O)c2cccc3cccnc23)C1 (stereo not given)	2.2	4.0	2.7	5.2	1.3	12.1	-6.0	-5.5	-6.9
Cc1sc(NC(=O)COc2cccc(-n3cnnn3)c2)c(C#N)c1C	17.0	4.3	-1.2	12.0	1.6	-8.2	2.6	8.2	-6.3
Cc1c(NC(=O)c2ccc(Cl)c(S(=O)(=O)N3CCOCC3)c2)c(=O)n(-c2ccccc2)n1C	-2.3	5.6	4.2	4.4	2.1	0.8	1.9	8.2	15.4
CSc1nsc(SC)c1NC(=O)OCC1CCCO1 (stereo not given)	-6.9	2.3	2.6	10.6	-0.5	13.2	7.8	4.4	-22.8
CCN(CC)CCCNC(=O)CC1Sc2ccccc2NC1=O (stereo not given)	-2.3	6.5	-1.4	3.2	2.9	17.3	-8.2	-2.2	-5.2
CCN(CC)c1ccc(NC(=O)c2cccc(OC)c2)c(C)c1	1.4	-4.0	4.5	7.0	-1.9	4.0	-8.4	7.6	35.4
O=C(Nc1ccc(N2CCOCC2)cc1)C1CCCN(S(=O)(=O)c2cccc(C(F)(F)F)c2)C1 (stereo not given)	0.8	-2.6	6.1	3.5	-1.1	7.3	1.5	2.4	16.0
Fc1ccccc1CSc1nnnn1-c1ccc2c(c1)OCO2	-0.5	-6.7	1.5	3.0	-2.8	11.4	-20.0	-4.2	-0.9
O=S(=O)(Nc1cccnc1)c1cccc(C(F)(F)F)c1	-0.2	-1.1	6.6	7.3	-0.1	-2.9	0.0	9.0	-18.1
CCc1c(C)c2cc(Cl)c(O)c(CN3CCCCC3)c2oc1=O	x	x	12.0	-228.2	-58.5	x	-5.6	6.5	11.1
CC(C)CC(C(=O)Nc1oc(-c2ccco2)c(-c2ccco2)c1C#N)N1C(=O)c2ccccc2C1=O (stereo not given)	3.3	2.0	4.1	3.0	5.2	1.3	-4.4	8.3	-25.1
CCN(CC)c1ccc(C2Nc3cccc4cccc(c34)N2)c(O)c1	x	x	5.4	6.1	0.6	x	-8.9	-0.3	-11.3
Cc1ccc(C2c3c(oc4ccccc4c3=O)C(=O)N2c2nnc(C(C)C)s2)o1 (stereo not given)	-0.5	4.4	1.4	3.7	-0.1	6.7	0.1	2.1	-4.4
CCOC(=O)Cn1c(=O)oc2cc(S(=O)(=O)NCCc3ccc(OCC)c(OCC)c3)ccc21	-0.6	2.2	7.3	3.2	0.1	14.6	-2.1	5.4	-4.0
O=C(COC(=O)c1cccs1)NCc1ccco1	-7.1	-5.4	5.5	-0.7	-5.8	14.3	6.0	9.2	-6.5
CCCC1(C(=O)OCC)NC(c2ccc(N(C)C)cc2)C2C(=O)N(c3ccc(F)cc3)C(=O)C21 (stereo not given)	-12.2	2.0	-0.6	-0.6	0.4	18.6	6.3	2.6	-8.1
CCC(CC)C(=O)NCCc1cc2ccc(C)c(C)c2[nH]c1=O	6.3	-0.4	4.0	3.7	-4.9	12.6	1.0	6.2	-5.1
COc1ccccc1NC(=O)CN1C(=O)NC(C)(C)C1=O	0.8	-3.6	1.4	-1.5	-1.1	17.1	1.2	0.5	-11.2
CCC(C)(C)n1nnnc1C(c1cc2ccc(C)cc2[nH]c1=O)N(Cc1cccnc1)Cc1ccco1 (stereo not given)	2.9	-1.7	9.5	1.8	2.6	5.4	-2.8	0.9	-0.5
CCn1c(COc2cccc(OC)c2)nnc1SCC(=O)Nc1cccc(OC)c1	-6.7	2.9	1.6	5.2	-1.3	14.4	-2.2	-3.3	-8.0
O=C(CSc1ncc(-c2ccc(F)cc2)n1Cc1ccco1)Nc1nccs1	-0.6	2.5	2.3	9.7	2.5	14.0	2.5	0.8	34.1
CC1Cn2c(nnc2C23CC4CC(CC(C4)C2)C3)S1 (stereo not given)	-1.9	1.9	3.3	3.4	4.1	7.7	3.4	12.7	0.9
O=c1[nH]c2c(s1)C=Nc1ccccc1N2	9.8	0.5	2.6	6.2	5.1	-0.5	-6.5	5.7	2.1
Cc1nc(S(=O)(=O)N(C)Cc2ccccc2)c(C#N)c(C)c1Cl	0.6	1.4	6.5	0.7	4.4	15.0	-0.6	6.2	-12.2
NC(=O)c1c(N)sc(=S)n1-c1ccccc1	4.5	2.3	3.3	4.7	2.5	-0.9	12.3	7.0	-6.3
Cn1c(=O)c(C(=O)NC2CCCCCCC2)c(O)c2ccccc21	7.9	1.3	3.0	3.6	-3.0	11.7	3.2	2.1	24.0
CCOc1cc(C(=O)NCCN2CCOCC2)cc(OCC)c1OCC	19.2	-0.4	3.3	-3.4	-1.1	-20.7	-1.3	6.9	6.8
Cc1cc(C)c(NC(=O)CSc2nnc(Cc3cccn3C)n2-c2ccc(F)cc2)c(C)c1	-2.0	3.5	3.4	0.1	-0.6	8.7	-1.8	-3.1	3.8
CC1=C(C(N)=O)C(c2ccc3c(c2)OCO3)n2nc(-c3cccc(C)c3)nc2N1 (stereo not given)	-3.3	-4.7	8.5	2.4	1.9	9.9	5.9	2.8	-14.9
O=C(CN1C(=O)NC2(CCc3ccccc32)C1=O)Nc1cc(C(F)(F)F)ccc1N1CCOCC1 (stereo not given)	3.1	4.6	6.1	7.9	5.4	4.8	-1.3	4.7	13.2

Filtered by structure: the entries above containing an aryl methoxy group
SMILES	CatS inh	CatB mixtures	ROCK2 inh	Ec RNAP inh	CatB block	AP complement	JNK3 inh	PKA inh	RORA act
COc1ccc(N/C(C)=C2/C(=O)C(=O)N(CCO)C2c2ccc(Br)cc2)cc1 (stereo not given)	-1.3	5.2	7.5	10.5	5.3	8.4	1.8	7.8	9.0
COc1ccc(-c2csc(N3CCOCC3)n2)cc1OC	9.8	2.1	5.5	12.2	4.6	9.6	-4.7	5.0	60.9*
COc1ccccc1Nc1ccc(C(=O)NC2CCCCC2)cn1	4.7	-5.7	-0.1	8.9	2.0	2.1	-7.7	1.3	8.2
COCCn1c(=N)c(C(=O)NCCc2ccc(OC)cc2)cc2c(=O)n3cccc(C)c3nc21	8.0	-2.3	-1.7	-2.6	3.0	13.8	-10.0	0.5	-3.1
CCC(c1nnnn1CCOC)N(Cc1ccc(C)cc1)Cc1cc2cc(OC)ccc2[nH]c1=O (stereo not given)	11.6	0.2	4.7	6.3	1.5	1.3	-1.6	9.1	0.8
CCN(CC)c1ccc(NC(=O)c2cccc(OC)c2)c(C)c1	1.4	-4.0	4.5	7.0	-1.9	4.0	-8.4	7.6	35.4
COc1ccccc1NC(=O)CN1C(=O)NC(C)(C)C1=O	0.8	-3.6	1.4	-1.5	-1.1	17.1	1.2	0.5	-11.2
CCn1c(COc2cccc(OC)c2)nnc1SCC(=O)Nc1cccc(OC)c1	-6.7	2.9	1.6	5.2	-1.3	14.4	-2.2	-3.3	-8.0
